Screening results deposited in PubChem BioAssay by Sanford-Burnham Center for Chemical Genomics.
TIM10 inh: growth inhibitors of isogenic TIM10 control yeast, primary screen, counter-screen for tim10-1 yeast inhibitor project, luminescence, uHTS | S. cerevisiae TIM10 strain growth, BacTiter-Glo luminescence, 24 h | 1.4% of 330,000 active | inhibition, % at 10 µM;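 active = inhibition of 40% or more at the single tested concentration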;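 note: wild-type TIM10 isogenic control strain grown at permissive 25 °C; 0% = DMSO yeast wells and 100% = minimal medium wells without yeast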
Mdm2-MdmX inh: inhibitors of human Mdm2-MdmX association, primary screen, cell-based, luminescence, split luciferase, SaOS-2, uHTS; SaOS-2 split-luciferase Mdm2/MdmX complementation; Protein Mdm4 (Homo sapiens) + E3 ubiquitin-protein ligase Mdm2 (Homo sapiens), …; 3% of 330,000 active; inhibition, % at 8 µM;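 active = inhibition of at least 50% at 8 µM in the primary screen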
Target sequence (O15151 whole entry, looked up): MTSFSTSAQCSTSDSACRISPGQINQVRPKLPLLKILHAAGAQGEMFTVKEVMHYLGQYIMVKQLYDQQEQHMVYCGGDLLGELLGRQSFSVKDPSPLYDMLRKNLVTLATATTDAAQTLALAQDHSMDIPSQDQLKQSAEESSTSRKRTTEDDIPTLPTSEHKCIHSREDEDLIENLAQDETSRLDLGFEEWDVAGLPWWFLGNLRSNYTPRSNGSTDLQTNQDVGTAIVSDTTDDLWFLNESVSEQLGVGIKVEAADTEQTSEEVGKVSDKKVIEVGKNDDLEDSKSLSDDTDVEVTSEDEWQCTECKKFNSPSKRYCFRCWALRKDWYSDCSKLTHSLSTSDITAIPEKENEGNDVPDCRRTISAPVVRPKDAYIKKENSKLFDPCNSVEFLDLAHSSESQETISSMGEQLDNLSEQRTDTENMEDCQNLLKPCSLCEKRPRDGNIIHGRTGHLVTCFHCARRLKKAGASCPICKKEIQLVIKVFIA
Target sequence (Q00987 whole entry, looked up): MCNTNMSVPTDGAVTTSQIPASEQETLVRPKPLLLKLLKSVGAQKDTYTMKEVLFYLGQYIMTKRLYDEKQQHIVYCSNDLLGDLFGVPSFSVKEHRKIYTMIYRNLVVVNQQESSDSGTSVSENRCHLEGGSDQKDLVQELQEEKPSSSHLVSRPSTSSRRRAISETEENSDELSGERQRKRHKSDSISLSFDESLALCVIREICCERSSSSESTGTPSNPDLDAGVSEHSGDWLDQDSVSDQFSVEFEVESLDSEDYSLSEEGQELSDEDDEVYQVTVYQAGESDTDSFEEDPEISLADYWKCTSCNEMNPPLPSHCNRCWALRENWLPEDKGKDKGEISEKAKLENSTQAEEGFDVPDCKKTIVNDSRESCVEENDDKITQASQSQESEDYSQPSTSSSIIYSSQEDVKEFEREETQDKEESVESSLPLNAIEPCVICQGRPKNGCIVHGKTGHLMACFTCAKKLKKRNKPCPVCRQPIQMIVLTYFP
Jurkat NFkB inh: inhibitors of induced NF-kB luciferase reporter, primary screen, TCR NF-kB activation inhibitor project, cell-based, luminescence, uHTS | 0.53% of 330,000 active | inhibition, % at 4 µM | Jurkat, PMA/ionomycin-induced NF-kB luciferase reporter; in the data active = inhibition above about 50%
CHOP UPR activ: activators of apoptotic CHOP UPR arm, primary screen, cell-based, CHO-CHOP luciferase reporter, luminescence, uHTS; UPR activation; percent of tunicamycin response over DMSO baseline; activation, % at 10 µM; 0.34% of 330,000 active;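 active = at 10 µM dose, activation of 40% or more, normalized to positive control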;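 note: 100% = tunicamycin at 10 µg/mL and 0% = DMSO alone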
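assay system = CHO CHOP reporter cells | amount = 500 CHO-CHOP cells per well | buffer or medium = F12 with 10% FBS | incubation = 16-18 h cell attachment, then 6 h compound exposure, 37 °C | detection = luminescence read with Steady-Glo | read-out = percent activation relative to tunicamycin control | controls = tunicamycin high control, DMSO low control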
tim10-1 inh: growth inhibitors of tim10-1 mutant yeast, primary screen, luminescence, uHTS; S. cerevisiae tim10-1 ts strain growth, BacTiter-Glo, 24 h; inhibition, % at 20 µM; 2.2% of 330,000 active; AID 463190, 2010;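 active = inhibition of at least 40%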;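 note: mutant grown at 25 °C; 0% = DMSO wells with yeast and 100% = wells holding no yeast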
tim23-1 inh: growth inhibitors of tim23-1 mutant yeast, primary screen, luminescence, uHTS; S. cerevisiae tim23-1 growth, BacTiter-Glo luminescence, 24 h; inhibition, % at 20 µM; 1.3% of 330,000 active; AID 463212, 2010;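 active = growth inhibition of the mutant yeast at or above 50%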;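 note: temperature-sensitive mutant grown at 25 °C; plate controls were DMSO-treated mutant yeast for no effect and medium wells lacking yeast for full effect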
697 NFkB inh: inhibitors of PMA/ionomycin-induced NF-kB reporter, 697 cells, primary screen, B-cell NF-kB inhibitor project, cell-based, luminescence, uHTS | 697 B-cell NF-kB luciferase reporter, 16 h | inhibition, % at 4 µM | 0.33% of 330,000 active | AID 435022, 2010; in the data active = inhibition above about 35%
UPR XBP1 act: activators of adaptive XBP1 UPR arm, primary screen, cell-based, CHO-XBP1 luciferase reporter, luminescence, uHTS; AID 463104, 2010; 0.33% of 330,000 active; activation, % at 20 µM; IRE1-XBP1 UPR activation; percent of tunicamycin response, DMSO as zero;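 active = versus positive control, 20 µM dose yields 30% or more activation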;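 note: 100% = tunicamycin at 10 µg/mL and 0% = DMSO only wells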
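Material: CHO-XBP1 cells stably carrying IRE1-XBP1-driven luciferase reporter | Medium: F12 with 10% serum | Compound dosing: 20 µM single concentration, DMSO 1% | Incubation: Overnight seeding at 37 °C, 6 h compound treatment at 37 °C | Detection: Steady-Glo luminescence read | Read-out basis: % activation of reporter signal versus tunicamycin and DMSO controls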
Numbers without * were called inactive.

Field names – A = TIM10 inh; B = Mdm2-MdmX inh; C = Jurkat NFkB inh; D = CHOP UPR activ; E = tim10-1 inh; F = tim23-1 inh; G = 697 NFkB inh; H = UPR XBP1 act
CCOC(=O)c1cnc(-c2ccccc2)nc1Oc1ccc(OC)cc1
  A: 11; B: 9; C: 11; D: -1.7; E: 5; F: 4; G: 3; H: -7
O=C(NCCCn1ccnc1)C(Cc1ccccc1)N1C(=O)c2ccccc2C1=O (centres undefined)
  A: 9; B: 10; C: -3; D: 0.0; E: 10; F: 14; G: 13; H: 1
CC(C)CCNC(=O)C1CC(c2cccc([N+](=O)[O-])c2)=NO1 (centres undefined)
  A: -1; B: 12; C: 0; D: -0.1; E: -8; F: 0; G: 19; H: 2
Cc1nn(-c2ccccc2)cc1/C=N/NC(=O)c1cccs1
  A: 20; B: 2; C: 5; D: 6.7; E: -1; F: 15; G: -35; H: 4
CSc1nc(N(C)C)nc(N(C)C#N)n1
  A: -1; B: 25; C: 7; D: 0.6; E: -4; F: -6; G: 1; H: 0
CC1CN(C(=O)COC(=O)c2ccc(Cl)nc2)CC(C)O1 (centres undefined)
  A: -4; B: -8; C: 10; D: 0.3; E: 1; F: 1; G: 13; H: -2
Cc1ccc(CN2CCC(C(=O)NCCC(C)C)CC2)o1
  A: 2; B: -3; C: -14; D: -0.8; E: 1; F: 10; G: -14; H: -4
COc1ccc(CN(CC(=O)NC2CCCC2)C(=O)CCC(=O)Nc2nc(C)cs2)cc1
  A: 10; B: -1; C: -7; D: 1.1; E: -21; F: 2; G: 8; H: -4
COc1ccc2c(c1)C(=O)Nc1cc(Cl)ccc1N2
  A: -8; B: 9; C: 6; D: 0.9; E: -22; F: 13; G: 9; H: 6
Cc1cnc(NC(=O)CSc2nnc3ncccn23)s1
  A: -1; B: 9; C: 1; D: 0.5; E: 13; F: 1; G: 10; H: 2
CN1CCN(Cc2nc(-c3cccs3)no2)CC1c1ccccc1 (centres undefined)
  A: -20; B: 7; C: 11; D: -1.1; E: 22; F: -7; G: 5; H: -2
CN(CC(=O)Nc1c(Cl)cccc1Cl)C(=O)Cc1ccsc1
  A: -1; B: 4; C: 0; D: -1.2; E: -7; F: -3; G: -2; H: 0
C=CCNC(=O)c1n[nH]c2c1CC(C(C)(C)CC)CC2 (centres undefined)
  A: 21; B: -6; C: -12; D: 0.4; E: 36; F: 53*; G: -32; H: 1
COc1c2ccoc2c(OC(C)=O)c2oc(C)cc(=O)c12
  A: -14; B: 48; C: 0; D: -3.4; E: 16; F: 17; G: 1; H: -1
CN(C)S(=O)(=O)c1cccc(C(=O)Nc2ccccc2Cl)c1
  A: 12; B: -16; C: 0; D: 0.9; E: 13; F: 18; G: 3; H: 0
CC1=CC(=O)C(C(C)C)=C/C1=N/OC(=O)c1cccc([N+](=O)[O-])c1
  A: 43*; B: 29; C: -2; D: 73*; E: 37; F: 47; G: -1; H: -7
Cn1c(Cn2c(=O)sc3ccccc32)nnc1SCC(=O)N1CCCC1
  A: 4; B: 6; C: -9; D: 0.3; E: 10; F: 5; G: -9; H: -1
O=c1oc(-c2ccccc2NS(=O)(=O)c2ccc3ccccc3c2)nc2ccccc12
  A: 6; B: 15; C: 14; D: 0.9; E: 20; F: 12; G: -1; H: -1
O=C(Nc1nnc(Cc2ccccc2)s1)C1CCC1
  A: 11; B: 14; C: -6; D: 0.7; E: 15; F: 21; G: -12; H: -2
CCN(CC)c1nc(-c2ccccc2)nc2c1sc(=S)n2CC
  A: 11; B: -5; C: -10; D: -0.7; E: 16; F: 23; G: -35; H: -1
Cc1cc2ccccc2c(=O)n1CC(=O)NCCC1=CCCCC1
  A: 19; B: -33; C: 6; D: -2.2; E: 13; F: 16; G: 24; H: -2
O=C(COC(=O)c1ccc(Cl)nc1)Nc1ccc(S(=O)(=O)N2CCCC2)cc1
  A: 13; B: -1; C: 4; D: -0.4; E: 12; F: 15; G: 4; H: 6
O=[N+]([O-])c1cccc(S(=O)(=O)c2ccc(NCCO)c([N+](=O)[O-])c2)c1
  A: 20; B: -10; C: 21; D: 0.0; E: 11; F: 11; G: 9; H: 0
COc1ccccc1-c1ccc(NC2CCCCC2)nn1
  A: 29; B: -47; C: -64; D: 0.1; E: 43*; F: 52*; G: -39; H: 3
Cc1nc2ccc(NC(=O)CSc3ccccc3)cc2s1
  A: -17; B: -104; C: -69; D: 5.5; E: -37; F: 14; G: 1; H: 3
COc1cc(S(C)=O)ccc1-c1nc2ncccc2[nH]1 (centres undefined)
  A: -1; B: 8; C: 9; D: -1.5; E: -5; F: 8; G: 21; H: -8
CC(C)N(C(=O)CSc1nnc(CNc2ccc(F)cc2)o1)C(C)C
  A: -15; B: 16; C: -5; D: -2.3; E: 7; F: 13; G: 16; H: 1
CCCC(=O)Nc1nn(CC)c2nc3ccc(C)cc3cc12
  A: 5; B: 2; C: -42; D: 0.3; E: 18; F: 25; G: -12; H: 7
CC(C)CC(=O)c1c[nH]c(C(=O)NCCCn2ccnc2)c1
  A: -13; B: 10; C: -1; D: 0.3; E: 10; F: -12; G: -5; H: 0
COc1cc(OC)cc(C(=O)NNC(=O)c2ccccc2Br)c1
  A: -17; B: -16; C: 5; D: 5.1; E: 21; F: 3; G: -30; H: 0
CCCCN(C(=S)SC)C1CCS(=O)(=O)C1 (centres undefined)
  A: -7; B: 2; C: 3; D: -1.1; E: -3; F: 14; G: 7; H: 0
O=[N+]([O-])c1cc(Cl)ccc1N1CCCC1
  A: -3; B: -18; C: 12; D: 2.2; E: -3; F: 6; G: -13; H: 2
CCOc1ccc(-c2cc(C(=O)NN)[nH]n2)cc1
  A: -10; B: -28; C: -67; D: 1.6; E: -15; F: 12; G: -77; H: 6
CNC(=O)[C@@H]1C[C@H]1[C@@H](NC(=O)CNC(=O)OCc1ccccc1)c1ccccc1
  A: 1; B: 20; C: 6; D: 0.9; E: -1; F: 16; G: 10; H: 2
CCCC(=O)NC(c1ccccc1)c1ccc2cccnc2c1O (centres undefined)
  A: -8; B: 79*; C: 39; D: 51*; E: 26; F: 58*; G: -38; H: 3
CCOC(=O)Cc1csc(NC(=O)Cc2ccc(Cl)cc2)n1
  A: 3; B: 5; C: 7; D: 0.0; E: 16; F: 28; G: -14; H: 2
COc1ccc(-c2nn(-c3ccccc3)cc2/C=N/NC(=O)c2ccc(Br)o2)cc1
  A: 3; B: 68*; C: -55; D: -6.2; E: -17; F: 22; G: -35; H: -8
CCOC(=O)c1ccc(NC(=O)CN2C(=O)C3C4C=CC(C4)C3C2=O)cc1 (centres undefined)
  A: -4; B: 15; C: -4; D: -1.7; E: 8; F: 13; G: -4; H: -3
Cc1cccc(C(=O)Nc2ccc(O)c3c(=O)cc(-c4ccccc4Cl)oc23)c1
  A: -1; B: 0; C: -7; D: 4.9; E: -4; F: -16; G: 6; H: 9
COc1cc(CNC(C)C23CC4CC(CC(C4)C2)C3)cc(OC)c1OC (centres undefined)
  A: 4; B: 3; C: 0; D: 1.4; E: 6; F: 9; G: 15; H: 0
Cc1cccc2cc(CN(Cc3cccs3)C3(c4nnnn4C4CCCC4)CCCC3)c(=O)[nH]c12
  A: 1; B: 24; C: 5; D: 14; E: 5; F: 13; G: -5; H: -2
CCOc1ccc(C2NC(=S)NC3=C2CCc2ccccc23)cc1 (centres undefined)
  A: 40; B: 27; C: 8; D: 4.9; E: 38; F: 50; G: -10; H: 0
COc1ccc(CNC(=O)CN2C(=O)COc3ccc(S(=O)(=O)N4CCOCC4)cc32)cc1
  A: -2; B: 3; C: 1; D: -0.3; E: 15; F: 5; G: 7; H: -4
CCOc1ccccc1C(=O)NN1C(=O)C2CCCCC2C1=O (centres undefined)
  A: 11; B: -28; C: 4; D: 1.3; E: 12; F: 7; G: 14; H: 0
COc1ccc(S(=O)(=O)Nc2c(C)n(C)n(-c3ccccc3)c2=O)cc1Br
  A: 10; B: 5; C: -1; D: -1.0; E: -7; F: 2; G: 19; H: -4
N#CN(Cc1ccccc1)Cc1ccccc1
  A: -9; B: 5; C: -16; D: 1.5; E: -8; F: 0; G: 2; H: 1
CCOC(=O)c1ccc(NC(=O)CN2C(=O)NC3(CCCCCC3)C2=O)cc1
  A: -5; B: 18; C: -8; D: 1.3; E: -14; F: 2; G: -18; H: -2
CC(C)(C)N(Cc1ccccc1)C(=O)COC(=O)c1ccc(N2CCCC2=O)cc1
  A: 8; B: -25; C: -12; D: -0.4; E: 15; F: 15; G: -31; H: -2
CCc1c(C)sc(NC(=S)N2CC(C)OC(C)C2)c1C(=O)OC (centres undefined)
  A: 17; B: 0; C: -8; D: 1.9; E: 12; F: 7; G: -9; H: -2
CCC(=O)NCCNC(=O)c1c(SC)nsc1SC
  A: 5; B: 12; C: 4; D: -2.1; E: 6; F: 9; G: 13; H: -3

Other results follow.
Field names – A = TIM10 inh; B = Mdm2-MdmX inh; C = Jurkat NFkB inh; D = CHOP UPR activ; E = tim10-1 inh; F = tim23-1 inh; G = 697 NFkB inh; H = UPR XBP1 act
O=C(CSc1nnc(NC(=O)C2CC2)s1)Nc1ccccc1Cl
  A: 10; B: -37; C: 1; D: 1.1; E: -19; F: 0; G: 6; H: -1
FC(F)(F)c1cc(Oc2ccc(Cl)cc2)nc(-c2ccccn2)n1
  A: -9; B: -14; C: -13; D: -2.4; E: 28; F: 19; G: -5; H: -1
O=c1ccc(Cl)n[nH]1
  A: 9; B: -6; C: 3; D: 3.8; E: -1; F: 1; G: 8; H: -5
Cc1cc(OC(=O)c2c(F)cc(F)cc2F)nc(C)n1
  A: -4; B: 3; C: 10; D: -1.0; E: 7; F: 0; G: 8; H: -1
CC(=O)C1CCCN(C(=O)c2ccc3nc(Cc4cccc(Cl)c4)oc3c2)C1 (centres undefined)
  A: 8; B: 9; C: -5; D: -1.6; E: 27; F: 22; G: -12; H: -2
Cn1c(CC(=O)NC(C)(C)CO)c(Sc2ccccc2)c2ccccc21
  A: 24; B: 1; C: -2; D: -1.1; E: 18; F: 16; G: 18; H: -1
O=S(=O)(Nc1cccc(-c2cn3ccsc3n2)c1)c1ccc(F)cc1
  A: -12; B: 1; C: -6; D: 1.1; E: -12; F: -33; G: 0; H: 0
O=C(c1cc([N+](=O)[O-])ccc1N1CCOCC1)N1CCCC1
  A: 9; B: -3; C: 1; D: 0.6; E: -9; F: 1; G: 4; H: -4
CC(C)C(OC(=O)c1ccccc1)c1nccc2ccccc12 (centres undefined)
  A: -14; B: -22; C: -39; D: 4.6; E: 19; F: 31; G: -65; H: 2
CCNC(=S)N1CCN(c2nc(CC)nc3sc4c(c23)CCCC4)CC1
  A: 23; B: 3; C: 3; D: 0.4; E: -1; F: 28; G: -15; H: -3
CCOC(=O)C1CCN(C(=O)COc2cccc3ccccc23)CC1
  A: -10; B: 0; C: -10; D: 1.8; E: 6; F: 6; G: 7; H: -2
CCOC(=O)c1c(-c2ccc(OC)cc2)csc1NC(=O)CNCc1ccco1
  A: 30; B: 11; C: 13; D: 1.6; E: 25; F: 27; G: -7; H: 1

With a hit mark in Mdm2-MdmX inh, among the entries above:
molecule	Mdm2-MdmX inh	Jurkat NFkB inh	697 NFkB inh
CCCC(=O)NC(c1ccccc1)c1ccc2cccnc2c1O (centres undefined)	79*	39	-38
COc1ccc(-c2nn(-c3ccccc3)cc2/C=N/NC(=O)c2ccc(Br)o2)cc1	68*	-55	-35
